Compound activity deposited in PubChem by Sanford-Burnham Center for Chemical Genomics.
UPR XBP1 act: adaptive UPR (XBP1) activation. CHO-XBP1 luciferase reporter, IRE1-XBP1 UPR activation, luminescence; percent of tunicamycin response, DMSO as zero. activation, % at 20 µM. 330,000 tested, 0.33% active. AID 463104;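 active = versus positive control, 20 µM dose yields 30% or more activation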;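 note: 100% = tunicamycin at 10 µg/mL and 0% = DMSO only wells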
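Material: CHO cell line with stable XBP1 luciferase reporter; schedule: 16-18 h cell attachment at 37 °C, then 6 h compound exposure; signal: glow luminescence from Steady-Glo reagent; medium: serum-containing F12 medium, 10% FBS; benchmarks: tunicamycin 10 µg/mL and vehicle-only wells; read-out: percent activation relative to tunicamycin reference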
CCR6 antag: antagonists of human CCR6 receptor; CHO-K1 CCR6 PathHunter beta-arrestin, luminescence, CCL20-stimulated; 340,000 tested, 0.49% active; inhibition, % at 20 µM; AID 493098; P51684;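 active = compounds whose inhibition of the agonist-driven luminescence signal at 20 µM reaches about 50%, limit read from the data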;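 note: cells stimulated with CCL20 at 14 nM final; plate controls were DMSO with CCL20 for no effect and DMSO without agonist for full effect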
CXCR6 inh: blocks human CXCR6 beta-arrestin recruitment | O00574 | CHO-K1 PathHunter CXCR6 beta-arrestin, luminescence | inhibition, % at 20 µM | 360,000 tested, 0.36% active | AID 602244; in the data active = inhibition above about 34%, passing the limit was not always enough;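 note: antagonist mode with CXCL16 agonist at 10 nM final; 0% = 10 nM CXCL16 with DMSO and 100% = unstimulated wells without agonist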
EBI2 antag: blocks human EBI2 receptor beta-arrestin signaling; inhibition, % at 5 µM; 360,000 tested, 0.81% active; P32249; EBI2 beta-arrestin recruitment, luminescence, 7a,25-OHC stimulated; in the data active = inhibition above about 38%;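 note: enzyme fragment complementation signal reports receptor beta-arrestin coupling in cells; 0% = agonist plus DMSO wells and 100% = wells without agonist; some results beyond the cut were filed as inactive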
Jurkat NFkB inh: lowers PMA/ionomycin-induced NF-kB signal in Jurkat cells; 330,000 tested, 0.53% active; inhibition, % at 4 µM; AID 435003; PMA/ionomycin-induced NF-kB luciferase reporter, luminescence; in the data active = inhibition above about 50%
Gli-Sufu block: blocks Gli-Sufu signaling in a luciferase reporter; Sufu-KO-LIGHT fibroblasts, Gli luciferase reporter luminescence; inhibition, % at 5 µM; 340,000 tested, 0.74% active;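 active = inhibition above about 55%, limit read from the data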;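 note: 0% = DMSO-treated cells and 100% = wells with medium but no cells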
UPR CHOP act: activators of apoptotic arm of unfolded protein response (CHOP); CHO-CHOP luciferase reporter, UPR activation, luminescence; percent of tunicamycin response over DMSO baseline; activation, % at 10 µM; 330,000 tested, 0.34% active; AID 449763;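 active = at 10 µM dose, activation of 40% or more, normalized to positive control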;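 note: 100% = tunicamycin at 10 µg/mL and 0% = DMSO alone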
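System: CHO-CHOP luciferase reporter cell line | Buffer or medium: F12 medium containing 10% fetal bovine serum | Doses: One dose, 10 µM in 0.5% DMSO | Times: 6 h compound exposure at 37 °C after overnight seeding | Signal: Luciferase luminescence | Read-out: % activation vs tunicamycin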
697 NFkB inh: inhibitors of the PMA/ionomycin-induced NF-kB reporter in 697 B cells. 697 B-cell NF-kB luciferase reporter, 16 h. inhibition, % at 4 µM. 330,000 tested, 0.33% active. AID 435022; in the data active = inhibition above about 35%
Mdm2 MdmX PPI: inhibitors of human Mdm2/MdmX interaction. SaOS-2 split-luciferase Mdm2/MdmX complementation, luminescence. 330,000 tested, 3% active. O15151+Q00987. inhibition, % at 8 µM;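 active = inhibition of at least 50% at 8 µM in the primary screen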
Target sequence (O15151 whole entry, looked up): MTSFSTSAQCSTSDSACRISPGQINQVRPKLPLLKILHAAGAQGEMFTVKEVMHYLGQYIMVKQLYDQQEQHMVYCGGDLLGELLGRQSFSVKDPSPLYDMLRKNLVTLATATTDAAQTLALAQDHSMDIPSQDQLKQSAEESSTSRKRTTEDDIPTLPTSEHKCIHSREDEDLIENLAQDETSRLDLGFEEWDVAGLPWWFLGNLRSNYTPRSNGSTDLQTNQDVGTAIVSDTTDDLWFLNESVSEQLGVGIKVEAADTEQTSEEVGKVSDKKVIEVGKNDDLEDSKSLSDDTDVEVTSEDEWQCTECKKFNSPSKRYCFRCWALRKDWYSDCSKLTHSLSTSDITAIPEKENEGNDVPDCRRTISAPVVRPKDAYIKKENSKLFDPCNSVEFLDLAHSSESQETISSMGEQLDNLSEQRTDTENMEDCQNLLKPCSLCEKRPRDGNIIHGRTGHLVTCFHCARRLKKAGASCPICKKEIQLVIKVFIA
Target sequence (Q00987 whole entry, looked up): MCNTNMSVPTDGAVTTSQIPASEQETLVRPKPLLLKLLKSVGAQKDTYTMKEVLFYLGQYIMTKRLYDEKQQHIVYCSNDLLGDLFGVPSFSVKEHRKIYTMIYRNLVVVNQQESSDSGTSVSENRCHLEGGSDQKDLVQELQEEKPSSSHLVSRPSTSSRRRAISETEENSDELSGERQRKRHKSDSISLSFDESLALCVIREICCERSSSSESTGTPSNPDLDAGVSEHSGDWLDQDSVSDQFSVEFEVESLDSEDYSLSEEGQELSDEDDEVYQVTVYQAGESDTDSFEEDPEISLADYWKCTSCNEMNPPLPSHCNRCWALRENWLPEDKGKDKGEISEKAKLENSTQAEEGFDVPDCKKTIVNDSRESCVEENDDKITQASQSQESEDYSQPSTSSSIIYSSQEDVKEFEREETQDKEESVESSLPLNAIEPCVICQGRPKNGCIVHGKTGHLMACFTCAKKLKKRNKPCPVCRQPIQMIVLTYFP
* hit, by the source's call; x = no result given. Random draw from the library; overall some 5% were active at least once.

SMILES	UPR XBP1 act	CCR6 antag	CXCR6 inh	EBI2 antag	Jurkat NFkB inh	Gli-Sufu block	UPR CHOP act	697 NFkB inh	Mdm2 MdmX PPI
CCCN1CCN(C(=O)CN2C(=O)CC(C)(C)S(=O)(=O)c3ccccc32)CC1	-4	4	1	-7	5	1	3.4	12	-14
COc1ccc(-c2csc(NC3OC(=O)c4c3ccc(OC)c4OC)n2)cc1OC (stereo unspecified)	1	-3	-6	4	28	-26	5.3	9	78*
COc1ccc(Cc2nnc(NC(=O)C3CCCO3)s2)cc1OC (stereo unspecified)	0	-7	-1	-11	-9	-6	2.5	-7	-26
Nc1ccc(S(=O)(=O)Nc2nccc(/C=C/c3ccc(Cl)cc3Cl)n2)cc1	2	5	-10	-3	0	-9	0.3	10	-14
N#CC[n+]1cc(-c2ccc(Cl)cc2)n2c1CCC2	-3	-10	-1	0	1	7	-1.1	12	15
Cc1cc(C(=O)C(C)Cl)c(C)n1Cc1ccco1 (stereo unspecified)	8	9	11	-5	12	-2	3.0	15	20
O=C(Nc1nc2ccsc2c(=O)s1)c1ccc(F)cc1Cl	29	6	10	-13	-80	-49	1.1	-241	-76
CCC(C)NCC(=O)Nc1ccc([N+](=O)[O-])cc1C(=O)Nc1ccccc1F (stereo unspecified)	0	13	-2	3	2	4	0.3	0	19
O=c1c2[nH]c3ccc(F)cc3c2ncn1CCN1CCOCC1	-2	12	-6	1	-11	-22	0.6	4	14
O=C(NCCCCc1ccccc1)Nc1cccc(F)c1	-6	18	-8	13	-6	-5	1.2	-8	10
Cc1cc2c(cc1S(=O)(=O)Nc1ccc(OC(F)(F)F)cc1)OCC(=O)N2	-5	-8	-2	-12	0	4	-0.1	-9	35
O=C(CCCN1C(=O)C2CC=CCC2C1=O)Nc1ccccc1Cl (stereo unspecified)	2	4	3	9	13	-10	0.4	-25	-3
N#Cc1cn(OCc2ccccc2)c(=O)[nH]c1=O	-1	7	-3	-15	10	3	0.3	-18	-26
C=C1CCC2C(C)(C)[C@H](O)CC[C@@]2(C)[C@@H]1COc1cc(=O)oc2ccccc12 (stereo partly specified)	-2	4	-3	7	1	8	1.0	-19	33
CC(NCc1ccc(F)cc1)C(=O)Nc1cc(S(=O)(=O)N2CCCCC2)ccc1Cl (stereo unspecified)	-2	14	4	6	-10	x	1.5	15	13
O=C(COc1ccc(Cl)cc1)NCCSc1ccccc1	-4	6	-2	27	-6	-7	1.5	-6	0
Cc1ccsc1C(=O)OCC(=O)N1CCN(c2ccccc2)CC1	-2	7	-1	-1	-2	2	2.3	10	-22
Cc1c(N=Cc2ccc(Cl)o2)c(=O)n(-c2ccccc2)n1C	-1	-5	1	-4	-8	1	-0.6	7	23
C=CCc1c(C)nc(-c2ccccc2)nc1N/N=C(\C)c1ccc(N)cc1	1	10	-2	14	-20	-23	1.4	-7	30
CCC(C(=O)Nc1cc(C)on1)c1ccccc1 (stereo unspecified)	-1	6	4	-5	15	-6	0.4	-9	6

Look-ups from the list.
UPR CHOP act result of Cc1c(N=Cc2ccc(Cl)o2)c(=O)n(-c2ccccc2)n1C = -0.6
Mdm2 MdmX PPI result of CCC(C(=O)Nc1cc(C)on1)c1ccccc1 (stereo unspecified) = 6

New compounds follow:
SMILES	UPR XBP1 act	CCR6 antag	CXCR6 inh	EBI2 antag	Jurkat NFkB inh	Gli-Sufu block	UPR CHOP act	697 NFkB inh	Mdm2 MdmX PPI
Cc1ccc(NC(=O)CSc2nc(C)c(C)c(C)n2)c([N+](=O)[O-])c1	-1	4	6	-12	6	-4	1.1	10	13
COc1ccc(N2CC(C(=O)Nc3nnc(SCC(=O)NC(C)(C)C)s3)CC2=O)cc1 (stereo unspecified)	-2	5	-6	-1	4	8	1.3	15	-2
COC(=O)c1ccc(C2/C(=C(\O)c3ccc4c(c3)OCCO4)C(=O)C(=O)N2c2nnc(C)s2)cc1 (stereo unspecified)	-3	8	-3	3	8	-20	-0.5	-13	19
CC[n+]1cc(C)ccc1/C=C/c1ccc(N(C)C)cc1	-3	15	-4	-3	84*	82*	8.9	43*	81*
O=c1c(-c2ccc(Cl)cc2)[n+]([O-])c2ccccc2n1OCc1ccccn1	1	2	-1	0	2	8	-2.1	-12	12
CN(C)C(=S)N=c1ssc(=S)n1Cc1ccccc1	x	51*	19	12	x	-1	x	x	x
Cn1c2ccccc2n2c(=O)c(=O)n(CC(=O)c3ccc(Cl)cc3)nc12	-2	-3	0	-5	-3	3	1.8	-5	6
O=C(CCN1CCCCC1)N1CCc2c([nH]c3ccccc23)C1c1cccnc1 (stereo unspecified)	x	11	11	8	x	11	x	x	x
O=C(NCC1CCCO1)c1cccc(NS(=O)(=O)c2ccc(Br)cc2)c1 (stereo unspecified)	0	8	-5	-5	-7	-1	0.8	-17	14
CCOC(=O)N1CCN(S(=O)(=O)c2ccc(C(=O)NNc3nc4ccc(Cl)cc4s3)cc2)CC1	-1	14	7	-3	1	-8	-0.7	-7	34
C=CCn1c(-c2ccc3ncccc3c2)n[nH]c1=S	1	16	-6	6	2	1	-1.3	16	10
Cc1cc(C)c(NC(=O)NC2CCCCC2)c(C)c1	-1	0	-4	-8	-3	-3	0.4	4	22
O=C1CC(N2CCN(S(=O)(=O)c3ccccc3F)CC2)C(=O)N1c1ccc(F)cc1F (stereo unspecified)	-2	-3	-6	-2	3	6	0.5	14	10
O=C(c1ccc(Cl)c(S(=O)(=O)NCc2ccco2)c1)N1CCN(c2ccc(F)cc2)CC1	-2	0	-1	-3	-4	-6	0.6	23	14
O=C(N/C(=C\c1cccc([N+](=O)[O-])c1)C(=O)N(CCO)CCO)c1ccco1	-2	6	-6	-11	-4	0	-0.8	2	2
C=CCn1c(SCc2ccccc2C#N)nnc1-c1ccccc1O	1	14	7	5	5	3	-1.0	30	7
O=C(COc1ccc(Cl)cc1Br)NCC(c1ccco1)N1CCCC1 (stereo unspecified)	2	-1	2	-6	8	13	0.7	-20	1
NC(CSC12CC3CC(CC(C3)C1)C2)C(=O)O (stereo unspecified)	1	-7	-3	-5	-9	3	0.4	7	28
CCN(CC)C(=O)c1cc2c(=O)n3ccccc3nc2s1	2	8	-2	-4	-26	-27	8.0	-44	-34
Cn1c(SCC(=O)NNC(=O)c2ccccc2)nnc1C1CC1	2	10	2	-5	5	-4	2.8	-2	2
COc1ccc(-c2nn(-c3ccccc3)cc2/C=N/Nc2ccc3ccccc3n2)cc1OC	3	10	3	17	-1	8	3.7	-4	21
Cn1nc(-c2ccc(OCC(=O)Nc3ccccc3)cc2)c2ccccc2c1=O	2	-7	-7	-3	18	3	0.1	0	29
CCN(CC)S(=O)(=O)c1cccc(-c2n[nH]c(=S)n2/N=C/c2ccc(OC)cc2)c1	1	-3	8	4	5	11	0.2	-22	1
Cc1cc(C)nc(N/N=C/c2ccccc2OCc2ccc([N+](=O)[O-])cc2)n1	2	6	-1	-2	6	-24	5.7	3	-4
Cc1ccc(CCNC(=O)C2CCN(S(=O)(=O)c3c(C)nn(C)c3C)CC2)cc1	-2	13	6	16	-3	-4	3.4	-2	-34
CCOC(=O)[C@@H]1[C@H]2COc3ccccc3[C@@H]2N2C(=O)N(c3ccc(F)cc3)C(=O)[C@@]12C	0	15	10	6	-6	-6	5.2	-5	3
COc1ccc(Oc2c(Cl)cnn(-c3ccc(Cl)c(Cl)c3)c2=O)cc1	-2	-24	-31	10	5	1	4.7	6	85*
COc1ccc(-c2nc(-c3ccc(NC(=O)c4ccncc4)cc3)no2)cc1OC	-3	-16	-4	-23	41	16	0.9	-39	70*
Cc1ccnc2nc(C(=O)OCC(=O)NC3CCC(C)CC3)nn12 (stereo unspecified)	-1	9	0	3	19	1	2.1	11	-14
O=C(O)C(Cc1c[nH]c2ccccc12)NS(=O)(=O)c1cccc(Cl)c1Cl (stereo unspecified)	-5	-9	-7	-4	-33	5	0.0	-5	-35
CCCc1nc([N+](=O)[O-])c(S(=O)(=O)c2ccccc2)n1CC(C)C	3	12	-1	-69	-14	6	11	-51	38
COc1ccc(/C=C/C(=O)Nc2ccc(C)cc2)cc1S(=O)(=O)N1CCOCC1	-1	5	-1	3	2	-19	-0.4	-38	18
NC(=O)CC(c1ccccc1)c1ccc2c(c1)OCO2 (stereo unspecified)	-2	7	10	6	10	20	-1.0	12	10
COc1ccc(CNC(=O)CN(C(=O)CCC(=O)Nc2ccccn2)c2cc(C)ccc2C)cc1	1	17	4	12	-10	-10	0.5	-4	15
CC1CCCN(C(=O)CCNS(=O)(=O)c2ccc3c(c2)c(=O)n(C)c(=O)n3C)C1 (stereo unspecified)	-1	8	2	0	-7	-21	0.8	-7	24
COc1cc(NC(=O)c2ccc(N3CCCC3=O)cc2)cc(OC)c1	4	15	-5	1	-39	-39	2.2	-25	-3
Cc1ccc2nc(/C=C/c3cccc(F)c3)ccc2c1	0	8	3	25	-135	-175	1.1	-126	-216
CCn1cc(C=O)c2cc(S(=O)(=O)N3CCOCC3)ccc21	0	7	-8	-9	-5	-10	-0.3	2	2
Cc1onc(-c2ccccc2Cl)c1NC(=O)NCc1cccs1	-2	2	-6	-3	0	5	0.9	10	-6
O=C(NCc1ccccc1)C(=O)c1cn(CC(=O)N2CCOCC2)c2ccccc12	-3	23	0	-5	-8	-19	3.5	-14	6
COCCNc1c2c(nc3ccccc13)CCC2	-3	16	5	9	-2	12	0.2	-11	24
FC(F)(F)c1cccc(NC(=S)NC(c2ccccc2)c2ccccc2)c1	x	-13	-15	-14	x	5	x	x	x
COc1cccc(C(c2c(N)n(C)c(=O)n(C)c2=O)C(C)[N+](=O)[O-])c1 (stereo unspecified)	0	1	3	-8	2	3	1.9	13	-6
O=C(Nc1cccc(C(F)(F)F)c1)C(Sc1n[nH]c(=O)[nH]c1=O)c1ccccc1 (stereo unspecified)	-1	7	-5	-1	4	5	0.4	22	5
Cn1nnnc1SCC1=C(C(=O)O)N2C(=O)C(NC(=O)Cn3nc(C(F)F)cc3C3CC3)C2SC1 (stereo unspecified)	6	13	4	-8	4	-2	-0.4	-14	2
CCCCC(=O)N(Cc1ccc2c(c1)OCO2)Cc1nc2ccccc2c(=O)[nH]1	-3	10	5	-2	-15	-9	2.1	19	-4
O=C(NC1CC(=O)N(c2ccc(F)cc2)C1)C(=O)c1c[nH]c2ccccc12 (stereo unspecified)	-3	1	4	10	-2	4	0.4	-13	14
CCC1(CC)C(=O)NC(=O)NC1=S	x	6	-6	-5	x	-4	x	x	x
CCOC(=O)N1CCN(C(=S)NC(=O)c2cc(Br)ccc2Cl)CC1	-1	10	9	-7	-4	0	-0.3	-1	13

Some of the entries so far, field by field.
COC(=O)c1ccc(C2/C(=C(\O)c3ccc4c(c3)OCCO4)C(=O)C(=O)N2c2nnc(C)s2)cc1 (stereo unspecified)
  UPR XBP1 act: -3; CCR6 antag: 8; CXCR6 inh: -3; EBI2 antag: 3; Jurkat NFkB inh: 8; Gli-Sufu block: -20; UPR CHOP act: -0.5; 697 NFkB inh: -13; Mdm2 MdmX PPI: 19

CC[n+]1cc(C)ccc1/C=C/c1ccc(N(C)C)cc1
  UPR XBP1 act: -3; CCR6 antag: 15; CXCR6 inh: -4; EBI2 antag: -3; Jurkat NFkB inh: 84*; Gli-Sufu block: 82*; UPR CHOP act: 8.9; 697 NFkB inh: 43*; Mdm2 MdmX PPI: 81*

O=c1c(-c2ccc(Cl)cc2)[n+]([O-])c2ccccc2n1OCc1ccccn1
  UPR XBP1 act: 1; CCR6 antag: 2; CXCR6 inh: -1; EBI2 antag: 0; Jurkat NFkB inh: 2; Gli-Sufu block: 8; UPR CHOP act: -2.1; 697 NFkB inh: -12; Mdm2 MdmX PPI: 12
